High-throughput results (PubChem)
CCR6 antag – antagonists of human CCR6 receptor | P51684 | CHO-K1 CCR6 PathHunter beta-arrestin, luminescence, CCL20-stimulated | inhibition, % at 20 µM | 0.49% of 340,000 active | AID 493098;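 active means compounds whose inhibition of the agonist-driven luminescence signal at 20 µM reaches about 50%, limit read from the data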;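 further: cells stimulated with CCL20 at 14 nM final; plate controls were DMSO with CCL20 for no effect and DMSO without agonist for full effect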
Target sequence (P51684 whole entry, looked up): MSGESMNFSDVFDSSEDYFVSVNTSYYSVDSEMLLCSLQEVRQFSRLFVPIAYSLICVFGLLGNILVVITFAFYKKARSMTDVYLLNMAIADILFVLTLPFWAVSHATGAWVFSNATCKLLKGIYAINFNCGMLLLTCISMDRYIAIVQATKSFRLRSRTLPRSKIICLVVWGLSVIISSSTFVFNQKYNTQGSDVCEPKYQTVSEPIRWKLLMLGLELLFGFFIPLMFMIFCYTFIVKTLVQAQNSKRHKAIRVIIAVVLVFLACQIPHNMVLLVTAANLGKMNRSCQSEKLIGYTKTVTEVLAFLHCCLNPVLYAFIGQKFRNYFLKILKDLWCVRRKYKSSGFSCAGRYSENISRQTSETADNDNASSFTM
697 NFkB inh – lowers PMA/ionomycin-induced NF-kB signal in 697 B cells | 697 B-cell NF-kB luciferase reporter, 16 h | inhibition, % at 4 µM | 0.33% of 330,000 active | AID 435022; in the data active means inhibition above about 35%
Gli-Sufu block – antagonists of Gli-Sufu signaling | AID 588413 | inhibition, % at 5 µM | 0.74% of 340,000 active | Sufu-KO-LIGHT fibroblasts, Gli luciferase reporter luminescence;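 active means inhibition above about 55%, limit read from the data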;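 further: 0% = DMSO-treated cells and 100% = wells with medium but no cells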
EBI2 block – antagonists of human EBI2 receptor. P32249. EBI2 beta-arrestin recruitment, luminescence, 7a,25-OHC stimulated. inhibition, % at 5 µM. 0.81% of 360,000 active; in the data active means inhibition above about 38%;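 further: enzyme fragment complementation signal reports receptor beta-arrestin coupling in cells; 0% = agonist plus DMSO wells and 100% = wells without agonist; some results beyond the cut were filed as inactive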
Jurkat NFkB inh – inhibitors of the PMA/ionomycin-induced NF-kB reporter in Jurkat cells; PMA/ionomycin-induced NF-kB luciferase reporter, luminescence; inhibition, % at 4 µM; 0.53% of 330,000 active; in the data active means inhibition above about 50%
APJ antagonist – blocks the human apelin receptor APJ; P35414; CHO-K1 APJ beta-arrestin complementation, luminescence; inhibition, % at 20 µM; 0.32% of 330,000 active;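 active means inhibition above about 40% at 20 µM, limit read from the data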;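 further: cells challenged with 10 nM apelin-13 agonist together with compound; plate controls were apelin-13 plus DMSO wells for no effect and DMSO wells lacking apelin-13 for full effect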
Target sequence (P35414 whole entry, looked up): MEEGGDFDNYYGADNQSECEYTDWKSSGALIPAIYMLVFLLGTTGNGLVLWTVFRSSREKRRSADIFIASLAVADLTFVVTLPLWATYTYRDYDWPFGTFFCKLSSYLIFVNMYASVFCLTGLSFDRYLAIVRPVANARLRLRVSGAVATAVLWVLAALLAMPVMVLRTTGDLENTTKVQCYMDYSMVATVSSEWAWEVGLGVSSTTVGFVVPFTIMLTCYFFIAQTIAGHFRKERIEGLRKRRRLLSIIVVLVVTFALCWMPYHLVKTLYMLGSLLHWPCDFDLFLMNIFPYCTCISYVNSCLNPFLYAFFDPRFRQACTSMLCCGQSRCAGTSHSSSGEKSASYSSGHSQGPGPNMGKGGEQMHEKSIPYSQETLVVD
UBC13 polyUb – inhibitors of human UBC13 polyubiquitin chain formation. P61088. TR-FRET. inhibition, % at 20 µM. 0.47% of 330,000 active; in the data active means inhibition above about 45%, passing the limit was not always enough
CXCR6 block – CXCR6 (human) receptor inhibition. CHO-K1 PathHunter CXCR6 beta-arrestin, luminescence. inhibition, % at 20 µM. 0.36% of 360,000 active; in the data active means inhibition above about 34%, passing the limit was not always enough;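 further: antagonist mode with CXCL16 agonist at 10 nM final; 0% = 10 nM CXCL16 with DMSO and 100% = unstimulated wells without agonist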
Target sequence (O00574 whole entry, looked up): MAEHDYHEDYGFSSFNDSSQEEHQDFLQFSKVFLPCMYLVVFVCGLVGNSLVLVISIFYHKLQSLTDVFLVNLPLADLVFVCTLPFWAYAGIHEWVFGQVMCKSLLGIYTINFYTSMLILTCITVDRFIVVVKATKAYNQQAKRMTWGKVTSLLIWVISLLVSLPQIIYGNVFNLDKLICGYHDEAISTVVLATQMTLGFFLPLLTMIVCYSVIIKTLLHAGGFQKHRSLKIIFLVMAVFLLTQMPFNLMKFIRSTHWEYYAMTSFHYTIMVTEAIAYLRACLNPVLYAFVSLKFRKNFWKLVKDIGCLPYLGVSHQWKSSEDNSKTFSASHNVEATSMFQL
* hit, by the source's call; · = not tested or not shown.

Value order – CCR6 antag | 697 NFkB inh | Gli-Sufu block | EBI2 block | Jurkat NFkB inh | APJ antagonist | UBC13 polyUb | CXCR6 block
> O=C(COC(=O)c1ccc(Cl)cc1)NC1CCCCCC1
→ 3 | 7 | -7 | -4 | -3 | 18 | 2 | -6
> Cc1cccc(NC(=O)CSc2nnc(-c3n[nH]c4ccccc34)o2)c1
→ 13 | 9 | -18 | -1 | -42 | 6 | -7 | -8
> CCOC(=O)C1=C(c2ccccc2)NC(=O)NC1c1ccc(O)c(OCC)c1 (stereo unspecified)
→ 9 | 8 | -8 | -10 | 9 | 4 | 1 | 3
> CC(=O)Nc1ccc(Cc2nc3c([nH]2)c(=O)n(C)c(=O)n3C)cc1
→ · | -21 | · | · | 7 | 2 | 4 | ·
> Nc1nc2n(n1)C(c1ccc(Cl)cc1)CC(c1ccc(F)cc1)N2 (stereo unspecified)
→ -2 | 8 | -3 | -5 | 12 | 16 | 4 | -2
> O=S(=O)(c1cccc(NC(=S)NCc2ccco2)c1)N1CCOCC1
→ 6 | -25 | -10 | -20 | 17 | 9 | 2 | 7
> CC(C)c1ccc(NC(=O)C2=NNC(=O)CC2)cc1
→ 13 | -101 | -24 | -2 | -54 | 13 | -2 | -5
> CCc1ccc2nc3sc(C(=O)Nc4nnc(CC)s4)c(N)c3cc2c1
→ 22 | -20 | -33 | 4 | -7 | -3 | -20 | 6
> Nc1nnc(-c2ccc(Cl)cc2Cl)s1
→ 7 | -44 | -18 | -10 | -30 | 2 | 3 | -4
> Cn1c2c(c(=O)n(C)c1=O)CN(CC1CCCO1)CN2 (stereo unspecified)
→ 3 | 12 | -2 | -2 | -12 | 8 | 6 | 2
> COc1ccc(-c2nn(-c3ccccc3)cc2/C=N/N=C(N)N)cc1OC
→ -5 | 8 | 6 | -3 | 9 | -36 | 51* | -9
> Cc1ccc(C2=CC(c3cccs3)n3nnnc3N2)cc1 (stereo unspecified)
→ 1 | -24 | 12 | 0 | -30 | -11 | 1 | -19
> COc1ccc(NS(=O)(=O)c2cccc(NC(=O)c3ccc(Cl)nc3)c2)cc1
→ 14 | 64* | 69* | -9 | 72* | 10 | 6 | -28
> CC(C(=O)Nc1ccc(O)c(C(=O)O)c1)N1C(=O)/C(=C/c2cccs2)SC1=S (stereo unspecified)
→ 12 | 14 | 1 | 6 | 12 | 16 | -6 | 2
> CN1CCCN(C(=O)c2ccc(Br)s2)CC1
→ -7 | -19 | 3 | 0 | -6 | -31 | -3 | -4
> O=C(NCc1csc2ccccc12)Nc1cc(Cl)cc(Cl)c1
→ 3 | 18 | -2 | 7 | 6 | 1 | -1 | -11
> COc1ccc(-n2nnc3c(SCC(=O)OCc4ccccc4)ncnc32)cc1
→ 21 | 4 | 23 | 3 | -9 | -6 | -2 | 0
> COCC1CCN(C(=O)C2CCC(=O)N(CCc3cccc(F)c3)C2)CC1 (stereo unspecified)
→ 2 | 1 | -17 | -3 | -1 | -4 | 4 | -7
> Nc1nc2ccc(C(=O)Nc3ccccc3)cc2s1
→ 10 | -85 | -49 | 3 | -89 | -19 | -7 | -8
> O=C(c1cc(-c2ccc(F)cc2)on1)N1CCN(c2ccc(F)cc2)CC1
→ -22 | -5 | 1 | 40 | -6 | 0 | 12 | -4
> CC1(C)Cc2ccccc2/C(=C/C(=O)c2ccccc2)N1
→ 19 | 5 | 51 | -14 | 10 | 13 | -2 | 10
> COc1ccc(C[C@@H]2CN3C(=NC[C@@H]3C)N2C[C@H](C)NC(=O)c2ccc(C)c(Br)c2)cc1
→ 12 | 15 | 14 | 7 | -4 | -69 | 37 | -5
> Cc1cnc(NC(=O)c2cc(S(=O)(=O)N(C)C)ccc2N2CCCC2)s1
→ -2 | 6 | 37 | -12 | -23 | 3 | -11 | -2
> COc1ccc(N2CCN(C(=O)COC(=O)c3ccc(OC(F)F)cc3)CC2)cc1
→ 15 | 7 | 0 | -7 | 14 | 11 | 5 | 1
> Cn1c2c(c3ccccc31)CC/C2=N\O
→ -8 | 10 | 3 | -15 | -24 | -1 | 3 | -9
> O=S1(=O)CCOC[C@H](CC2CCCCC2)N1Cc1cccc(F)c1
→ 8 | 8 | 6 | -4 | -4 | 18 | 19 | 1
> COc1ccc(CN2CCN(C3CCC3)CC2CCO)cc1C (stereo unspecified)
→ 13 | 9 | 1 | -5 | 8 | 11 | 4 | -6
> CSCCC(NC(=O)COc1ccccc1)C(=O)NCC1COc2ccccc2O1 (stereo unspecified)
→ 19 | -2 | 8 | 5 | -10 | 10 | -8 | 2
> CCOc1ccccc1C(=O)NCC(=O)N(C)Cc1ccccc1C
→ 3 | 1 | -11 | 0 | 4 | -6 | -2 | 1
> C#CCOCCOCCOCCNc1nc(N2CCN(C(=O)[C@H](CCCCN)n3cc(CN)nn3)CC2)nc(N2CCN(C(=O)[C@H](CCCN=C(N)N)n3cc(C(N)[C@H](C)CC)nn3)CC2)n1 (stereo partly specified)
→ 1 | 10 | -11 | -17 | -1 | 6 | 92* | 2
> COc1ccccc1-c1cccc([C@@H]2C[C@H]3[C@H](CON3C)CN2C(C)=O)c1
→ 7 | · | -4 | -4 | · | · | · | 6
> COc1cc(COC(=O)Oc2ccc(CNC(C)=O)cc2OC)c([N+](=O)[O-])cc1OC
→ 9 | -1 | -9 | 6 | -2 | 20 | -1 | 0
> CC(=O)Nc1nnc(S(=O)(=O)N2CCN(c3ccc(Cl)cc3[N+](=O)[O-])CC2)s1
→ 17 | 2 | -11 | -2 | -6 | -16 | -7 | 13
> O=C(NCC1CCCO1)c1cc2ccccc2o1 (stereo unspecified)
→ 0 | -9 | -53 | -3 | 2 | -1 | 5 | 3
> COc1ccc(C(C)=O)cc1CSc1nnc(Nc2c(C)cccc2C)s1
→ 18 | -2 | -5 | -3 | 10 | 13 | 4 | -3
> CCn1nc(C)cc1-c1nnc(Sc2ncc([N+](=O)[O-])s2)n1C
→ 97* | 11 | 12 | 25 | 28 | 57* | 1 | 84*
> O=C(NCCCn1ccnc1)c1ccc(Br)o1
→ 2 | 6 | -5 | 2 | 4 | -8 | -3 | 3
> Cc1ccc(/C=C/C(=O)Nc2ccc(S(=O)(=O)Nc3ncccn3)cc2)cc1
→ -10 | 7 | -6 | -6 | 8 | 6 | 5 | -1
> CSc1ccc(CN(C)Cc2cc(=O)oc3c(C)c(C)ccc23)cc1
→ 26 | -14 | 15 | 13 | 7 | -2 | -2 | 9
> O=C(COC(=O)CCC(=O)c1ccc(F)cc1)Nc1ccc(Cl)cn1
→ -1 | -2 | 2 | -10 | -12 | -6 | -1 | -8
> COC(=O)c1ccc(-c2ccco2)n1Cc1cc(C)ccc1C
→ 17 | -6 | 2 | 9 | -16 | 8 | -3 | 1
> Cc1occc1-c1n[nH]c(=S)n1C
→ 3 | 9 | -2 | -7 | 7 | 5 | -3 | -10
> Cc1nc(N)[nH]c(=O)c1CCC(=O)OCC(C)C
→ 15 | 19 | 1 | -8 | -4 | 3 | -5 | -3
> Cc1nc(-c2ccccc2)sc1C(=O)O
→ 4 | -10 | -16 | 4 | 11 | 6 | 4 | -5
> CC1=C(C#N)C(c2ccc(O)cc2)C2=C(CCCC2=O)N1 (stereo unspecified)
→ 5 | 19 | 8 | -13 | -4 | 11 | 10 | 0
> N#C/C(=C\c1ccc(C#N)cc1)C(=O)N1CCCC1
→ · | 1 | · | -5 | -7 | 6 | 2 | -6
> Cc1ccc(CC(=O)NCC(c2ccco2)N(C)C)cc1C (stereo unspecified)
→ 3 | 13 | 0 | -6 | 14 | -1 | 5 | -4
> CC(C)c1ccccc1NC(=O)COC(=O)/C=C/c1cccc([N+](=O)[O-])c1
→ -10 | 11 | -3 | 2 | 12 | 18 | -4 | -8
> Cc1[nH]c2ccccc2c1C(=O)CNc1nccs1
→ 8 | 10 | 5 | -5 | 12 | 5 | -1 | -2
> O=C(Nc1cccnc1Cl)C1CCCN(c2ncnc3c2nc2n3CCCCC2)C1 (stereo unspecified)
→ 11 | -3 | -5 | 1 | -8 | -13 | 4 | 2
> CCOC(=O)c1cc2c(c(CCO)n1)[C@H](CCO)N(S(=O)C(C)(C)C)C2 (stereo partly specified)
→ 1 | · | 6 | -9 | · | · | · | 1
> CC(Sc1nnc2c(n1)C1(C)CCC2C1(C)C)C(=O)Nc1ccccc1 (stereo unspecified)
→ -7 | -1 | 0 | -8 | -5 | 6 | -3 | 0
> COc1ccc2nc(N3C(=O)C(O)=C(C(=O)c4ccco4)C3c3ccco3)sc2c1 (stereo unspecified)
→ -4 | · | -1 | -20 | · | · | · | -8
> Cc1nn(-c2ccccc2)c(C)c1/C=N/NC(=O)c1ccc(F)cc1
→ 8 | 8 | -4 | 9 | -8 | 0 | -2 | -7
> CC(=O)N1CCN(c2ncnc3sc(-c4ccccc4)cc23)CC1
→ 5 | 7 | 6 | 20 | -1 | 13 | 2 | -3
> O=C(NCC1CC1)c1cccc2c1C(=O)c1ccc(-c3ccc(OC(F)(F)F)cc3)cc1S2(=O)=O
→ -16 | 2 | -8 | 3 | 0 | -2 | -24 | -6
> COCCNC(=O)NC(=O)COC(=O)c1cc([N+](=O)[O-])ccc1Sc1nc(C)cs1
→ -8 | -1 | 3 | -9 | 17 | -27 | -7 | -12
> Cc1nn2c(C)c(C(=O)Nc3ccccc3)cnc2c1-c1ccccc1
→ -2 | -19 | 0 | 9 | -12 | 13 | -1 | -4
> CCOC(=O)c1c(CN(C)C)n(-c2ccc(C)cc2)c2cc(Br)c(O)cc12
→ 12 | -25 | 9 | -2 | 6 | 8 | 10 | 4
> O=C(O/N=C1/CCSc2ccccc21)c1ccccc1
→ 26 | 7 | -13 | 2 | 2 | 6 | 8 | -9

Complete entries as entered above. Screens in order: CCR6 antag, 697 NFkB inh, Gli-Sufu block, EBI2 block, Jurkat NFkB inh, APJ antagonist, UBC13 polyUb, CXCR6 block
O=C(NCCCn1ccnc1)c1ccc(Br)o1 as listed: 2, 6, -5, 2, 4, -8, -3, 3
O=C(COC(=O)CCC(=O)c1ccc(F)cc1)Nc1ccc(Cl)cn1 as listed: -1, -2, 2, -10, -12, -6, -1, -8

Later entries:
Value order – CCR6 antag | 697 NFkB inh | Gli-Sufu block | EBI2 block | Jurkat NFkB inh | APJ antagonist | UBC13 polyUb | CXCR6 block
> CC(C)NC(=O)C1(S(=O)(=O)c2ccccc2)CC=CC1
→ 9 | 9 | -3 | 4 | -6 | 4 | 5 | -9
> COc1ccc(OC)c(CNn2c(-c3ccccc3F)nc3ccccc3c2=O)c1
→ -1 | 8 | 1 | -7 | -3 | 4 | 8 | 7
> CCn1cc(CNCc2ccc(OCC(O)CN(C)Cc3ccccc3)cc2)cn1 (stereo unspecified)
→ 14 | -20 | 24 | -10 | -11 | 9 | 7 | -2
> COc1ccccc1N1CC(C(=O)Nc2cccc(C(=O)O)c2)CC1=O (stereo unspecified)
→ 2 | 15 | -3 | -3 | -6 | 5 | -3 | -4
> CN(C(=O)c1ccc(NC(=O)C2CCCN(C(=O)OC(C)(C)C)C2)cc1)C1CC1 (stereo unspecified)
→ 3 | -5 | 6 | -7 | 4 | 1 | 5 | -7
> COc1ccc(C2c3[nH]c4ccccc4c3C[C@H]3C(=O)N(C4CCN(Cc5ccccc5)CC4)CC(=O)N23)c(OC)c1 (stereo partly specified)
→ 5 | 8 | -3 | -4 | 9 | -2 | 0 | 1
> N#CC1(c2ccccc2)CCCN1C(=O)c1ccco1 (stereo unspecified)
→ -19 | 14 | 1 | -5 | 6 | 15 | 7 | 3
> O=C(CSc1nc2ccccc2n1Cc1ccc(Cl)cc1)N/N=C/c1ccccc1C(=O)O
→ -5 | 14 | 2 | 13 | 6 | 7 | -2 | -6

Only CCR6 antag, for some of the entries so far:
Structure,CCR6 antag
COc1ccc(OC)c(CNn2c(-c3ccccc3F)nc3ccccc3c2=O)c1,-1
CCn1cc(CNCc2ccc(OCC(O)CN(C)Cc3ccccc3)cc2)cn1 (stereo unspecified),14
COc1ccccc1N1CC(C(=O)Nc2cccc(C(=O)O)c2)CC1=O (stereo unspecified),2
CN(C(=O)c1ccc(NC(=O)C2CCCN(C(=O)OC(C)(C)C)C2)cc1)C1CC1 (stereo unspecified),3
COc1ccc(C2c3[nH]c4ccccc4c3C[C@H]3C(=O)N(C4CCN(Cc5ccccc5)CC4)CC(=O)N23)c(OC)c1 (stereo partly specified),5
N#CC1(c2ccccc2)CCCN1C(=O)c1ccco1 (stereo unspecified),-19
